High-throughput results deposited in PubChem by The Scripps Research Institute Molecular Screening Center.
SRC3 TRFRET art: counter-screen for PPARgamma SRC-3 recruitment agonists: TR-FRET artefact | 99,000 compounds, 0.39% hits | AID 1048 | TR-FRET ratio at 8 µM | PPARgamma/SRC-3 format; active compounds read high; in the data active = TR-FRET ratio above about 2000; note: inactives centre near 1600; reference of the scale not given here
SRC1 TRFRET art: counter-screen for PPARgamma SRC-1 recruitment agonists: TR-FRET artefact; AID 1051; TR-FRET ratio at 8 µM; TR-FRET detection artefact counter-screen, emission ratio; active compounds read high; 99,000 compounds, 0.34% hits; in the data active = TR-FRET ratio above about 2300; note: inactives centre near 1800; reference of the scale not given here
* = called active by the depositor.

No.	SMILES	SRC1 TRFRET art	SRC3 TRFRET art
1	C#CCOCCOCCOCCNc1nc(N2CCN(C(=O)[C@H](CCC(=O)O)n3cc(C(N)CC(C)C)nn3)CC2)nc(N2CCN(C(=O)[C@H](CCC(=O)O)n3cc(C(N)CC(C)C)nn3)CC2)n1 (stereo partly specified)	1939	1724
2	O=C(C1CC(=O)N(C2CCCCC2)C1)N1CCc2ccccc21 (stereo unspecified)	2003	1601
3	COC(=O)C(C)NC(=O)CNS(=O)(=O)c1ccc(F)cc1 (stereo unspecified)	1752	1755
4	C/C(=C\C(=O)c1sccc1Cl)N(C)C	2099	1548
5	Cc1nn2cc(-c3cccc(Cl)c3)cnc2c1Br	1913	1719
6	COc1nsnc1N1CCOCC1	1659	1511
7	NC(=O)c1cc([N+](=O)[O-])ccc1NCCN1C(=O)c2ccc(C(=O)O)cc2C1=O	1812	1517
8	c1ccc(SCc2cn3cccnc3n2)nc1	1939	1460
9	O=S(=O)(c1ccc(F)cc1)c1snnc1-c1ccccc1	1822	1487
10	Cc1cc(C)c(C(=O)/C=C/C=C/c2ccccc2)c(=O)[nH]1	1842	1554
11	Cc1cc(=O)oc(C)c1C(=O)NCCN(C)Cc1ccccc1	2099	1693
12	CCOc1ccc2nc(SCC(=O)Nc3cccc(S(=O)(=O)NC4=NCCCCC4)c3)[nH]c2c1	1653	1729
13	COC(=O)[C@@H](NC(=O)CCc1nnc(-c2ccsc2)o1)C(C)C	1776	1625
14	O=C(CCc1ccccc1)Nc1ccc(N2CCCCC2)cc1	1548	1676
15	COc1ccc(CNC(=O)COC(=O)c2cncc(Br)c2)cc1	1916	1414
16	COc1ccccc1-n1c(CNC(=O)c2cccc([N+](=O)[O-])c2C)n[nH]c1=S	1738	1492
17	CC1CCCN(C(=O)CCc2ccccc2)C1 (stereo unspecified)	1883	1608
18	Cc1cccc(-n2c(C)cc(/C=N\NC(=O)c3cccs3)c2C)c1	1668	1364
19	CCOc1ccccc1NC(=O)COC(=O)/C=C/c1ccc(OC)c(OC)c1	1679	1336
20	NC(=O)c1nc(-c2cccs2)nc2c1[nH]c(=O)n2-c1ccc(F)cc1	1728	1691

No.	SMILES	SRC1 TRFRET art	SRC3 TRFRET art
21	Cc1cccc(C)c1NC(=S)Nc1ccc(Cl)c(Cl)c1	2180	1662
22	Cc1ncc([N+](=O)[O-])n1CC(=O)N/N=C/c1ccc(F)cc1	1682	1501
23	CCCCNC(=S)NNC(=O)c1csc(C)c1C	1730	1427
24	CCOC(=O)C1CCN(C(c2cccc(OC)c2)c2sc3nc(C)nn3c2O)CC1 (stereo unspecified)	1855	1468
25	N#CC(c1ccccc1)C1CCN(Cc2ccccc2)CC1 (stereo unspecified)	1410	1637
26	COCCNC(=S)N/N=C(\C)c1cccc(C(F)(F)F)c1	1693	1501
27	Cc1cccc(NC(=S)N(CCc2ccncc2)C(C)C)c1C	1872	1272
28	CCn1c(=O)c(=O)[nH]c2cc(C(=O)NC3CCCC3)ccc21	1911	1516
29	COc1ccccc1C1C2=C(N=c3s/c(=C/c4cccc(OCC(=O)O)c4)c(=O)n31)c1ccccc1CC2 (stereo unspecified)	1571	1291
30	Cc1cc(NC(=O)Cn2cnc3c(nnn3-c3cccc(F)c3)c2=O)no1	1536	1708
31	CCOC(=O)c1c(NC(=O)CNC2CCCc3ccccc32)sc(C(N)=O)c1C (stereo unspecified)	1853	2121*
32	COc1ccc(/C=C/C(=O)NC(=S)Nc2ccc(S(=O)(=O)Nc3nccnc3OC)cc2)cc1	2143	1685
33	Brc1ccccc1OCCCCCN1CCOCC1	2048	1550
34	NC(=O)c1cc(N=Nc2c(N)[nH]n(-c3c(Cl)cc(Cl)cc3Cl)c2=O)ccc1Cl	2144	1599
35	CCOC(=O)c1c(NC(=O)COC(=O)CNC(=O)c2ccco2)sc(C(C)=O)c1C	1804	1719
36	CN1CCN(CCCN(Cc2cccs2)C(=S)Nc2ccc(Cl)cc2)CC1	1726	1551
37	COc1ccc2c(c1)sc(=N)n2C	1757	1504
38	COc1ccccc1NC(=O)CSc1nc2c(sc3ccccc32)c(=O)n1CCN(C)C	1668	1284
39	C/C(=N\N1CCN(C)CC1)c1ccc(Cl)c(Cl)c1	1657	1521
40	CCCNC(=O)COC(=O)/C=C/c1ccco1	1757	1636

No.	SMILES	SRC1 TRFRET art	SRC3 TRFRET art
41	COc1ccc(C(=O)Nc2nc3ccc(S(C)(=O)=O)cc3s2)cc1OC	1746	1620
42	O=C(CSc1ncnc2nc[nH]c12)Nc1nnc(SCc2ccc(Cl)c(Cl)c2)s1	1759	1382
43	Cc1ccc(S(=O)(=O)Oc2ccc(N3C(=O)C4C5CCC(C5)C4C3=O)cc2)cc1 (stereo unspecified)	1661	1650
44	COc1ccc(C(=O)Nc2c(C)csc2C(=O)O)cc1	1808	1664
45	CC1Cc2ccccc2N1C(=S)Nc1cccc(S(=O)(=O)N(C)C)c1 (stereo unspecified)	1796	1496
46	O=C(C1=C[C@@H](C2CCCCC2)C[C@@H](OCc2ccc(CO)cc2)O1)N1CCOCC1	1691	1670
47	Cc1cc(NC(=S)N(CCCN2CCOCC2)Cc2ccco2)ccc1Cl	1835	1558
48	O=C(NCCCn1ccnc1)C(=O)NCC1OCCN1S(=O)(=O)c1ccccc1 (stereo unspecified)	1546	1482
49	CSc1nc2ccc(NC(=O)c3ccco3)cc2s1	1945	1692
50	CCCOC(=O)c1[nH]c2c(c1C)C(=O)CC(c1cc(OC)c(OC)c(OC)c1)C2 (stereo unspecified)	1957	1726
51	O=C(CCS(=O)(=O)c1cccc2nonc12)N1CC(=O)N(CCc2ccccc2)C(=O)C1	1655	1598
52	COc1cccc(C(=O)C2CCCN(C(=O)c3cccc(C#CC(C)(C)O)c3)C2)c1 (stereo unspecified)	1569	1440
53	Cc1ccn2c(Nc3ccccc3)c(-c3ccccn3)nc2c1	1992	1778
54	COc1ccc(-c2cc(-c3n[nH]c(=S)n3-c3cc(OC)ccc3OC)[nH]n2)cc1	1902	1536
55	FC(F)(F)c1cc(-c2ccco2)nc2ncnn12	1898	1414
56	COc1cc(/C=C2\C(=O)N(c3ccc(NC(C)=O)cc3)N=C2c2ccccc2)ccc1O	1744	1648
57	CCc1cccc(C)c1NC(=O)COn1nnc2ccc(C(F)(F)F)cc21	1573	1471
58	Nc1ccccc1NC1CCCCC1	1550	1499
59	Cc1ccc(O)c(NC(=O)CSc2ccc(Cl)cc2)c1	1863	1804
60	CN(C(=O)CSc1nnnn1-c1ccc(O)cc1)C1CCS(=O)(=O)C1 (stereo unspecified)	1842	1681

The closing 3 compounds of the part before come first, to join the parts:
No.	SMILES	SRC1 TRFRET art	SRC3 TRFRET art
58	Nc1ccccc1NC1CCCCC1	1550	1499
59	Cc1ccc(O)c(NC(=O)CSc2ccc(Cl)cc2)c1	1863	1804
60	CN(C(=O)CSc1nnnn1-c1ccc(O)cc1)C1CCS(=O)(=O)C1 (stereo unspecified)	1842	1681
61	O=C(COc1ccc(Br)cc1)N/N=C1/SCC(=O)N1Cc1ccccc1	1836	1446
62	CC1=C(C(=O)Nc2ccccc2F)C(c2cccs2)C2=C(CCCC2=O)N1 (stereo unspecified)	1700	1418
63	Cc1ccc(N(C(=O)Cc2cccs2)C2C=CS(=O)(=O)C2)cc1Cl (stereo unspecified)	2033	1638
64	COc1cccc(NC(=S)NCCCN2CCOCC2)c1	1691	1486
65	CC(=O)c1ccc(NC(=O)CSC(=S)N2CCCC2)cc1	1955	1880
66	CCOC(=O)c1c(C)[nH]c(C)c1C(=O)COc1ncnc2cc([N+](=O)[O-])ccc12	1562	1583
67	Cc1c(C(=O)O)c(=O)n(-c2ccccc2)n1-c1ccccc1	1635	1617
68	Cn1c(N)c(C(=O)COC(=O)c2ccc3c(c2)C(=O)N(c2ccc(Cl)cc2)C3=O)c(=O)n(C)c1=O	1969	1488
69	COc1ccc(NCc2ccc([N+](=O)[O-])s2)cc1	2098	1847
70	Cc1ccc(O)c(NC(=S)NC(=O)COc2ccc(Br)cc2)c1	1858	1764
71	Cc1ccc(/C=C2/C(=O)c3ccc(C(=O)O)cc3C2=O)o1	1596	1616
72	Cc1ccc(S(=O)(=O)N2CCC(=O)N(CCOCc3ccc(F)cc3)CC2)cc1	1736	1348
73	CCOc1ccc(S(=O)(=O)N(CC(=O)N2CCc3ccccc32)Cc2ccco2)cc1	1923	1495
74	O=C(Oc1ccc2c3c(c(=O)oc2c1)CCC3)c1ccccc1[N+](=O)[O-]	1905	1692
75	CC1CCCCC1NC(=O)CCCn1c(=S)[nH]c2ccccc2c1=O (stereo unspecified)	1855	1375
76	COc1cc(-c2cc(C(=O)NN3CCN(C)CC3)c3ccccc3n2)cc(OC)c1OC	1702	1391
77	Cc1c(C(=O)N/N=C/C(C)C)[nH]c2c([N+](=O)[O-])cccc12	1686	1588
78	COc1cc(NC(=S)NCCCO)c(OC)cc1Cl	1586	1481
79	CC(CC(=O)O)CC(=O)NNC(=O)c1cccc(Br)c1 (stereo unspecified)	1847	1356
80	COc1ccc(CN2CC(=O)N(c3ccccc3C)C2=S)cc1OC	1685	1655

Record cards, from the list above. Order of values: SRC1 TRFRET art | SRC3 TRFRET art
Shown for `CC1=C(C(=O)Nc2ccccc2F)C(c2cccs2)C2=C(CCCC2=O)N1` (stereo unspecified) = 1700 | 1418
Shown for `Cc1ccc(/C=C2/C(=O)c3ccc(C(=O)O)cc3C2=O)o1` = 1596 | 1616
Shown for `COc1cccc(NC(=S)NCCCN2CCOCC2)c1` = 1691 | 1486
Shown for `CCOc1ccc(S(=O)(=O)N(CC(=O)N2CCc3ccccc32)Cc2ccco2)cc1` = 1923 | 1495
Shown for `CC(CC(=O)O)CC(=O)NNC(=O)c1cccc(Br)c1` (stereo unspecified) = 1847 | 1356

Next structures follow.
No.	SMILES	SRC1 TRFRET art	SRC3 TRFRET art
81	Cc1cc(C)nc(SCC(=O)N/N=C/C=C/c2ccccc2)n1	1574	1519
82	C[N+](C)(C)CCCCCCCCCC[N+](C)(C)C	1687	1432
83	Nc1nc2c(F)c(F)c(F)cc2s1	1823	1699
84	CC(=O)NCCC(=O)N1CCCC(C(=O)c2ccc3c4c(cccc24)CC3)C1 (stereo unspecified)	1563	1475
85	NC(=O)CSc1ccc(F)cc1	1939	1597
86	Cc1cc(C)nc(-n2ncc3c2CC(c2ccc(F)cc2)CC3=O)n1 (stereo unspecified)	1707	1488
87	CCc1ccc(C(=O)COC(=O)c2cnc(C)cn2)cc1	1460	1441
88	CSc1ncccc1C(=O)Nc1ccc(OC(F)(F)F)cc1	1382	1336
89	CCCOc1cccc(-c2nc3ccccc3c(=O)o2)c1	1514	1516
90	COCCNC(=O)COC(=O)c1ccc(S(=O)(=O)N2CCOCC2)cc1	1493	1335
91	Cc1ccc2oc(-c3cc(NC(=O)c4ncn[nH]4)ccc3O)nc2c1	1582	1625
92	N#CC1=C(SCC(=O)c2ccccc2)NC2=C(C(=O)CCC2)C1c1ccco1 (stereo unspecified)	2202	1715
93	Cc1ccc2nc(C(F)(F)F)c(C#N)c(N)c2c1	1819	1522
94	O=C(CONS(=O)(=O)c1ccc(Cl)cc1)NCCNc1ncc(C(F)(F)F)cc1Cl	1414	1600
95	COC(=O)c1c(NC(=O)COC(=O)c2ccccc2O)sc2c1CCCCC2	1564	1489
96	Fc1ccc(CNC(=S)NC2CCCCC2)cc1	1690	1543
97	COc1ccc2c(c1)oc(=O)c1ccccc12	1968	1747
98	O=C(CSc1nnc(-c2ccccc2)n1Cc1ccccc1)NNC(=O)c1ccccc1O	1774	1401
99	Cc1ccc(NC(=O)COc2ncnc3ccccc23)cc1S(=O)(=O)N1CCOCC1	1741	1550
100	COc1ccc(S(=O)(=O)N2CCCCC2)cc1NC(=S)Nc1ccccc1	1765	1533

No.	SMILES	SRC1 TRFRET art	SRC3 TRFRET art
101	Cc1ccc(S(=O)(=O)N2CCC(C(=O)N[C@@H](C)C(=O)NC3CCS(=O)(=O)C3)CC2)cc1 (stereo partly specified)	1866	1403
102	CCCn1nnc(NC(=O)c2ccc([N+](=O)[O-])cc2Cl)n1	1825	1541
103	O=C(Nc1cccnc1)c1cccc(-c2cc3ccccc3oc2=O)c1	1788	1516
104	COc1ccc(Cn2c(=S)[nH]c3ccccc32)cc1	1720	1567
105	Cc1ccc(-c2nc3c(c(=O)[nH]c(=O)n3Cc3ccccc3)n2C)o1	1640	1718
106	Cc1ccc(C(=O)NC(NC(=S)Nc2ccc(S(N)(=O)=O)cc2)C(Cl)(Cl)Cl)cc1 (stereo unspecified)	1859	1576
107	COc1ccccc1NS(=O)(=O)c1cccc(C(=O)NN=C2CCCC2)c1	1929	1628
108	S=c1[nH]nc(-c2ccncc2)n1/N=C/C=C/c1ccco1	1706	1653
109	COc1ccc(/C=C/C(=O)c2cc(F)ccc2OC(=O)c2ccccc2C)cc1OC	2016	1495
110	COc1ccc(-c2cc(C(F)(F)F)c(C#N)c(SCC(=O)O)n2)cc1	1673	1452
111	COc1ccc(NC(=O)N(Cc2cc3cc(OC)c(OC)cc3[nH]c2=O)CC2CCCO2)cc1 (stereo unspecified)	1794	1597
112	CCC1(C(=O)O)NC(c2cccc(OC)c2O)C2C(=O)N(c3ccccc3)C(=O)C21 (stereo unspecified)	1877	1489
113	COc1ccc(N=C2CCS(=O)(=O)c3sccc32)cc1	1964	1503
114	CN1CCC(OC(=O)c2ccco2)CC1	1819	1472
115	O=C(NC1CCCCC1)c1ccccc1NC(=S)NC(=O)C1CC1	1752	1565
116	COc1ccccc1N1CCN(S(=O)(=O)c2ccc3c4c(cccc24)C(=O)N3)CC1	1805	1446
117	CCO/N=C(/C)c1c(O)cc(-c2ccccc2)n(-c2ccccc2)c1=O	1594	1602
118	CC(C)CCSc1nnc(Cn2c(=O)sc3ccccc32)n1C	1594	1694
119	CCN1CCC(CNCc2cn(-c3ccc(OC)cc3)nc2-c2ccccc2Cl)C1 (stereo unspecified)	1465	1491
120	CC(=O)Nc1sc(C)c(C)c1CN1CCN(Cc2ccccc2)CC1	2012	1793

Copied from the list.
SRC3 TRFRET art, compound 112 reads 1489
SRC3 TRFRET art, compound 110 reads 1452
SRC3 TRFRET art, compound 117 reads 1602

A portion of the library; the hit share may differ from the screen's.
